thrombin 1536: blocks human thrombin protease activity; alpha-thrombin, Boc-VPR-AMC fluorogenic substrate cleavage; inhibition, % at 5 µM; 220,000 compounds, 0.26% hits; AID 1046;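 active = inhibition at or above 40%; inactive = inhibition below 40%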;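 note: 0% = enzyme with no compound and 100% = wells without enzyme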
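System – human alpha-thrombin protein · Reagent – Boc-VPR-AMC substrate, 15 µM final · Compound – 5 µM single dose in 0.2% DMSO · Schedule – reaction at room temperature · Technique – AMC fluorescence at 355 nm excitation and 460 nm emission · Read-out basis – % inhibition relative to enzyme controls and enzyme-free blanks · Control set – no-compound enzyme wells and no-enzyme blanks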
Runt-CBFb FRET: blocks binding of human RUNX1 Runt domain to CBFb; Q01196+Q13951; Cerulean-Runt/Venus-CBFb FRET ratio 530/480, 1 h; inhibition, % at 20 µM; 220,000 compounds, 0.46% hits;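 active = inhibition over about 50% at 20 µM in the single-dose screen, limit read from the data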;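 note: 0% = DMSO wells and 100% = excess unlabeled CBFb competitor control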
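Buffer or medium: Tris pH 7.5 buffer with BSA. Assay system: Cerulean-labeled Runt domain protein. Amount: each fluorescent fusion protein 100 nM. Read-out basis: loss of energy transfer signal. Incubation: 1 h compound exposure, room temperature. Probe or stimulus: Venus-CBFb binding partner, 100 nM. Detection: FRET, excitation 422 nm, emission at 530 and 480 nm.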
14-3-3 Bad inh: disrupts binding of bovine 14-3-3 zeta to phospho-Bad peptide; P63103; TR-FRET 14-3-3zeta/Dy647-pBad peptide displacement, 1 h; inhibition, % at 21.7 µM; 220,000 compounds, 0.71% hits; AID 781;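 active = inhibition above about 70%, limit read from the data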;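 note: 0% = full 14-3-3 plus peptide FRET controls and 100% = background without 14-3-3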
Target sequence (P63103 whole entry, looked up): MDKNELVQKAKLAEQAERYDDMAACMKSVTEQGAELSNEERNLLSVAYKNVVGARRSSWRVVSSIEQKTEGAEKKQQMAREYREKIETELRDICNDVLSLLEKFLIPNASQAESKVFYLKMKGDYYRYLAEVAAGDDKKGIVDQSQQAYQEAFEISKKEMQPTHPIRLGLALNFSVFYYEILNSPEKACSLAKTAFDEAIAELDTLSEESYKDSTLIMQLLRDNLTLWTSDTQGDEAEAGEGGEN
Runt-SMMHC FRET: Runt domain-CBFb-SMMHC interaction inhibition. Cerulean-Runt/Venus-CBFb-SMMHC FRET ratio 530/480, 1 h. inhibition, % at 20 µM. 220,000 compounds, 0.74% hits. AID 1434;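 active = mean inhibition across duplicate retests at 20 µM reaching about 50%, limit read from the data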;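 note: 0% = DMSO wells and 100% = wells with excess untagged CBFb-SMMHC; inhibitors lower the FRET ratio by blocking Runt binding to CBFb-SMMHC; some results filed as inactive read as strong as hits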
FXIa inh 1536: factor XIa (human) inhibition; P03951; purified FXIa, Boc-Glu-Ala-Arg-AMC fluorogenic substrate; inhibition, % at 5 µM; 220,000 compounds, 0.14% hits; AID 798;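 active = inhibition of at least 40%; inactive = inhibition below 40%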;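 note: fluorescence of freed AMC excited at 355 nm; 0% = enzyme without compound and 100% = no enzyme blank; many of its hits are not listed in these tables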
Wee1 degr inh: blocks degradation of human Wee1 kinase | reporter increase, % at 5 µM | HeLa Luc-Wee1K328M stability, luciferase luminescence; 100% = proteasome inhibitor MG132 effect | P30291 | AID 1321 | 220,000 compounds, 1.2% hits;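 active = activation above the mean of all tested compounds plus 3 SD, set per screening run, cut at about 8.8% in these data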;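 note: cells exposed to compound for 20 h before luminescence read; 0% = DMSO alone and 100% = MG132 at 30 µM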
FXIIa inh: inhibitors of human coagulation factor XIIa. purified FXIIa, Boc-QGR-AMC fluorogenic substrate, 2 h. inhibition, % at 5 µM. 220,000 compounds, 0.3% hits; in the data active = inhibition above about 40%;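 note: 0% = enzyme with no compound and 100% = blank without enzyme; many of its hits are not listed in these tables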
Target sequence (P00748 20-372 limits assumed): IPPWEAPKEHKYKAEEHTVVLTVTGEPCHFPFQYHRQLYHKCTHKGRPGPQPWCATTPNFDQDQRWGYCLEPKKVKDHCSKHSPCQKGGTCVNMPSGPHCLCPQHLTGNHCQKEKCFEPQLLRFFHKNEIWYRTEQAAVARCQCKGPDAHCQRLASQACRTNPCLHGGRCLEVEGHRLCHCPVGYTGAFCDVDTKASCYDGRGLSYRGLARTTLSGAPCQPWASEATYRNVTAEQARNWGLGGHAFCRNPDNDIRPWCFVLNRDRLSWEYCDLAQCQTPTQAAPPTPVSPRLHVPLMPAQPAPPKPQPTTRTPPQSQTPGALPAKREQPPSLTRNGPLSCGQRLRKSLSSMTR
Target sequence (P00748 373-615 limits assumed): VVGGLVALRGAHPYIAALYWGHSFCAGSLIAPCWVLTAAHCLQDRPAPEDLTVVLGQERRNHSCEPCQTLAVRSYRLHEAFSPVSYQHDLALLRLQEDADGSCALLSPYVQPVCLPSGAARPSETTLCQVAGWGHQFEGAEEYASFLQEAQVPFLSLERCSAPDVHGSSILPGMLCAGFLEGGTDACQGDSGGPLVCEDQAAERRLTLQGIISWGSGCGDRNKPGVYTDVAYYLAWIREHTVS
Hck Nef HTS: human Hck-Nef kinase inhibition; AID 463187; Recombinant Hck-YEEI plus Nef, Z-Lyte FRET kinase assay; P08631; inhibition, % at 20 µM; 220,000 compounds, 0.68% hits;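 active = Hck-Nef kinase inhibition above about 50%, limit read from the data; inactive = inhibition below that limit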;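 note: 0% = DMSO with Hck plus Nef and 100% = Hck alone without Nef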
hK5 inh: inhibitors of human kallikrein 5. inhibition, % at 5 µM. 210,000 compounds, 0.59% hits. recombinant hK5, fluorogenic AMC substrate cleavage. Q9Y337;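 active = inhibition of 40% or more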;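 note: 0% = enzyme controls without compound and 100% = no-enzyme blanks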
Target sequence (Q9Y337 67-293 limits assumed): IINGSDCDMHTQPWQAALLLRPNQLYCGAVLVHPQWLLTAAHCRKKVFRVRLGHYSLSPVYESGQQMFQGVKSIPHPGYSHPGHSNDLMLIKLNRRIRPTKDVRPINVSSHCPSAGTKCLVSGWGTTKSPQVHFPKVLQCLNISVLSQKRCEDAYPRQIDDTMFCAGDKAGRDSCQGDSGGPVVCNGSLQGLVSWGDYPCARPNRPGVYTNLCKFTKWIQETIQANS
The depositor's hits bear a star; . = no result given; [ ] = remark or other dose. An unsorted share of the library (roughly 4.2% active in at least one column).

SMILES	thrombin 1536	Runt-CBFb FRET	14-3-3 Bad inh	Runt-SMMHC FRET	FXIa inh 1536	Wee1 degr inh	FXIIa inh	Hck Nef HTS	hK5 inh
COc1ccc(-c2csc(Nc3ccc(S(N)(=O)=O)cc3)n2)cc1	1	1	70*[fluorescence artefact?]	1	1	-2	13	1	1
Cc1ccc(CNC(=O)C2(C)Oc3ccccc3NC2=O)cc1 (centres undefined)	-3	2	1[fluorescence artefact?]	1	14	4	24	1	2
COc1ccc(NC(=S)NCC(c2ccco2)N2CCCC2)cc1 (centres undefined)	-13	3	-6	3	-5	1	5	22	-2
CCn1nnnc1-c1ccc(OC)c(S(=O)(=O)NCc2ccccc2)c1	4	1	.	-3	5	-1	12	2	1
Fc1ccccc1CCNc1nnnn1-c1ccccc1	1	1	-7	-2	-1	-2	12	-2	-6
CCC(CO)NC(=O)c1cccc(S(=O)(=O)N2c3ccccc3CC2C)c1 (centres undefined)	-4	-1	4	2	-4	2	-9	1	7
NC(=S)N/N=C/c1ccc(-c2ccccc2)o1	-27	4	-13	-1	-7	-2	5	-10	-4
CCOC(=O)n1c(SCC(=O)N(CC)CC)nc2ccccc21	0	0	0	-3	1	-1	14	3	-31
Fc1cc(Br)ccc1Nc1nc2ccccc2n2nnnc12	0	1	2	4	3	0	5	0	-4
C/C(=N/NC(=O)c1ccc2c(c1)OCO2)c1cccc(NC(=O)C(C)(C)C)c1	0	1	12	1	2	1	14	1	-8
Nc1ccccc1SC1CC(=O)N(Cc2ccccc2)C1=O (centres undefined)	-2	3	-6	2	-5	0	3	4	-18
O=C(CNC(=S)N(Cc1ccccc1)Cc1ccccc1F)NCCc1ccc(Cl)cc1	.	-2	-10	-1	4	-1	9	11	-5
CCOC(=O)CSc1nc(C(C)C)nc2sc(C)c(C)c12	-8	-1	-6	-3	-6	-2	4	16	-2
CCC(=O)Nc1ccc(NC(=O)CSc2nnnn2-c2ccc3c(c2)OCCO3)cc1	0	0	-11	-3	-2	0	7	22	0
CC(C)c1ccc(NC(=O)CSc2nc(-c3ccccc3F)nc3nc[nH]c23)cc1	-11	-2	-16[fluorescence artefact?]	-8	-2	0	9	1	-6

Reformatted: entries from further up.
thrombin 1536	Runt-CBFb FRET	14-3-3 Bad inh	Runt-SMMHC FRET	FXIa inh 1536	Wee1 degr inh	FXIIa inh	Hck Nef HTS	hK5 inh	Molecule
-2	3	-6	2	-5	0	3	4	-18	Nc1ccccc1SC1CC(=O)N(Cc2ccccc2)C1=O (centres undefined)
.	-2	-10	-1	4	-1	9	11	-5	O=C(CNC(=S)N(Cc1ccccc1)Cc1ccccc1F)NCCc1ccc(Cl)cc1
-8	-1	-6	-3	-6	-2	4	16	-2	CCOC(=O)CSc1nc(C(C)C)nc2sc(C)c(C)c12
0	0	-11	-3	-2	0	7	22	0	CCC(=O)Nc1ccc(NC(=O)CSc2nnnn2-c2ccc3c(c2)OCCO3)cc1

(continued)
SMILES	thrombin 1536	Runt-CBFb FRET	14-3-3 Bad inh	Runt-SMMHC FRET	FXIa inh 1536	Wee1 degr inh	FXIIa inh	Hck Nef HTS	hK5 inh
COc1ccccc1Nc1nc(-c2sc(NC(=O)c3ccccc3)nc2C)cs1	4	3	20	-2	11	1	10	1	-8
Clc1ccccc1Cn1nnc2c(NCC3CC3)ncnc21	-11	-1	13	-4	15	-1	21	-2	-4
O=[N+]([O-])c1ccccc1S(=O)(=O)Oc1ccc(C(=S)N2CCOCC2)cc1	-6	11	-9[fluorescence artefact?]	2	-4	-2	1	0	-11
COCCCNC(=O)C(=O)NC1CCCCC1C (centres undefined)	4	0	-17	-1	-3	0	5	3	-6
C#CCN1C(=O)C(O)(CC(=O)/C=C/C=C/c2ccccc2)c2ccccc21 (centres undefined)	-31	-1	-10	0	3	-2	6	19	-2
CC(=O)Nc1ccc(S(=O)(=O)N2CCc3c(Cl)cccc3C2)cc1	-6	3	6	-1	3	-3	9	3	2
O=P1(Nn2cnnc2)C=C(c2ccccc2)OC(c2ccccc2)=C1	-7	3	13	6	2	1	4	1	-8
O=C(Oc1cccc(-n2cnnn2)c1)c1sc2ccccc2c1Cl	2	-1	-9	-4	22	4	31	2	-2
CCOC(=O)c1c(C)c(C(=O)NCCCN2CCCC2=O)c(C)n1CC	0	4	6	0	-4	-1	9	-1	1
CC(C)(C)S(=O)(=O)/C(C#N)=C/c1sccc1C1OCCO1	-13	0	2	0	-19	-1	1	4	1
Nc1nnc(SCc2ccc(Cl)cc2)s1	0	-1	-5	2	1	0	6	7	-7
COc1cccc(-c2cc(C(=O)Nc3cnn(Cc4ccc(F)cc4)c3)no2)c1	-6	-1	5	-4	0	2	13	-1	0
COc1ccc(C(=O)CNc2ccc(C)cc2C)cc1	0	-1	1	-1	1	-2	9	18	0
CCC1CCCCN1Cc1nc2c(c(=O)n(C)c(=O)n2C)n1Cc1ccccc1 (centres undefined)	-11	-6	-1[fluorescence artefact?]	-1	-5	0	5	0	-9
Cc1ccc(S(=O)(=O)Oc2ccc(/C=C(/NC(=O)c3ccccc3)C(=O)O)cc2)cc1	-7	-2	3	-2	-4	-2	1	25	6
CCOC(=O)CNC(c1ccccc1)c1cc(Br)ccc1NC(=O)CCN1CCOCC1 (centres undefined)	-5	-2	-6	0	5	-3	9	4	-11
CCC(Sc1nccn1C)C(=O)Nc1ccc(Cl)cn1 (centres undefined)	-5	0	1	-2	0	2	7	11	8
Nc1cccc2c1C(=O)N(C(=O)c1ccco1)C2=O	47*	-45	-1	84*	11	-3	15	-86	9
COc1ccccc1CN(C)c1nnnn1-c1ccccc1	-1	-2	-22	3	0	4	1	14	-22
O=C(Nc1cccnc1)c1ccc(COc2ccccc2Cl)o1	-3	-2	6	-4	5	6	16	0	7
O=C(NC1CCCC1)C(c1ccncc1)N(CC1CCCO1)C(=O)Cn1nnc(-c2cccs2)n1 (centres undefined)	-1	0	18	5	-1	-1	9	2	1
CCNc1nc(NCC)n2c(SCc3ccc(F)cc3)nnc2n1	2	-1	-7	1	2	-1	14	-1	-7
CCOC(=O)C(=O)/C(=C\N(C)C)c1onc(-c2c(Cl)cccc2Cl)c1C(=O)OC	4	0	-14	-2	5	-1	5	4	4
C=CCc1c(C)nc(N2CCSCC2)[nH]c1=O	-1	1	3	-3	-4	-2	7	3	2
COC(=O)/C=C1/SC(=Nc2ccc(C)cc2C)NC1=O	-1	3	0[fluorescence artefact?]	0	4	-3	20	0	4
O=C(CSc1nnc(SCc2ccc(Cl)cc2)s1)N/N=C/c1ccc(Cl)cc1Cl	5	.	-16	2	-5	-2	3	-5	-5
CCC(C)[C@H](NC(=O)N1CCC(C)CC1)C(=O)O (some centres undefined)	-6	-1	3	-1	-3	-3	7	17	-1
CCC(=O)Nc1cc(C)c(NC(=O)C23CC4CC(CC(C4)C2)C3)cn1	-3	-1	10	1	6	-3	12	1	-24
COC(=O)/C(=C/c1c[nH]c2ccccc12)[N+](=O)[O-]	-4	0	-2	-8	5	-1	7	0	0
O=C(O)c1cc(N2C(=O)C3CC=CCC3C2=O)ccc1NCc1cccnc1 (centres undefined)	-1	3	-4	-4	-2	2	13	3	-16
Cc1ccc(SCC(=O)c2c(C)nc3cc(C)ccn23)cc1	-14	-4	-8	-8	-7	8	6	20	-8
Cc1ccc(CSc2nnc(-c3cccc(S(=O)(=O)N4CCOCC4)c3)n2CC(C)C)cc1	-3	-8	-9	-2	8	1	14	2	-6
COc1cc(C2N=C(c3ccccc3)NO2)cc(Br)c1O (centres undefined)	0	8	-3	0	6	4	-1	4	-12
NC(=O)CSc1c[nH]c2ccccc12	3	-2	-2	-3	1	0	11	1	-24
Cc1[nH]c2ccccc2c1NC(=O)CN1CCN(C(=O)c2ccco2)CC1	35	-8	-1	-4	38	1	59*	-34	20
CCn1ncc(CN2CCN(Cc3cccc(OC)c3)C(CCO)C2)c1C (centres undefined)	-8	2	4	2	-1	-3	2	0	.
COCCCNC(=O)CN(CCc1ccccc1)S(=O)(=O)c1ccc(C)cc1	4	-2	1	0	-2	0	6	8	.
CSCC[C@@H](C(=O)Nc1ccc2c(c1)OCCO2)N1Cc2ccccc2C1=O	1	2	2[fluorescence artefact?]	1	0	1	12	1	-8
COc1ccc(-c2cc(CNC(C)=O)on2)cc1	-4	2	-11[fluorescence artefact?]	-2	-11	-2	-15	-1	2
COc1ccc2nc(/N=C\N(C)C)sc2c1	1	-1	47	-4	6	1	17	2	-19
CCOc1ccc(C(=O)C(CN2CCOCC2)c2ccccc2)cc1 (centres undefined)	-6	-3	13	2	-4	-3	1	-2	-14
COc1cccc(CC2(CO)CCCN(Cc3ccc(-c4ccco4)cc3)C2)c1 (centres undefined)	-4	-2	-9	-12	-2	1	5	11	.
COC(=O)C(C(=O)OC)C(C[N+](=O)[O-])c1ccc(OC)cc1 (centres undefined)	0	-1	11[fluorescence artefact?]	-3	5	0	27	-2	-6
CCCCNc1ccc(S(N)(=O)=O)cc1[N+](=O)[O-]	-12	-4	-6	1	-1	2	-3	-2	-23
COC(=O)[C@@H]1C[C@@]2(O)[C@H](O)[C@H](O)[C@H](O)C[C@H]2N1Cc1ccc(C(F)(F)F)cc1	-3	3	1	-2	-5	.	-2	21	-3
Cc1ccc2oc(=O)c3cnn(CC(=O)N4CCN(c5ccccn5)CC4)c3c2c1	-7	4	-1	-1	2	0	10	8	-17
COC(=O)c1cccc(NC(=S)NCCC2=CCCCC2)c1	-2	0	-9	-2	-3	2	4	-2	-5
CCOc1ccc(/C(O)=C2/C(=O)C(=O)N(Cc3cccnc3)C2c2ccc(N(C)C)cc2)c(C)c1 (centres undefined)	-1	-2	-3	11	-4	0	8	4	-6
CN(C)/C=C/C=C1C(=O)CCCC1=O	-8	1	-20	5	-2	4	6	2	-10
CC(=O)N1CCCc2cc(S(=O)(=O)N(C)CCC#N)ccc21	9	0	-1	1	-1	5	9	2	5
Cc1ccc(C23CC4CC(CC(C(=O)OCC(=O)NC5CCS(=O)(=O)C5)(C4)C2)C3)cc1 (centres undefined)	9	-5	0[fluorescence artefact?]	0	15	3	37	1	26
CC(C)n1nnc2c(=O)oc3ccccc3c21	-3	5	0[fluorescence artefact?]	2	-8	-1	5	0	-10
O=C(C1=C(O)C(=O)N(CCc2ccccc2)C1c1cccs1)c1ccco1 (centres undefined)	-4	1	0	0	4	-1	4	32	-2
Cc1ccnc(SCC(=O)c2ccc(Br)s2)n1	-15	21	6	12	-2	0	2	23	-3
CCn1c(SCC(=O)c2ccc(NS(=O)(=O)c3ccccc3)cc2)nnc1-c1cccs1	7	2	4	0	6	-2	2	0	-4
Cn1cc(SCC(=O)Nc2nccs2)c2ccccc21	-2	2	6[fluorescence artefact?]	-4	1	-1	12	4	-15
C/C(=N\NC(=S)Nc1ccccc1C)C1Cc2ccccc2C(=O)O1 (centres undefined)	-3	2	-10	2	8	-1	8	9	-3
CCOC(=O)c1sc(NC(=O)c2cc(-c3ccc(C)cc3)nc3ccccc23)c(C#N)c1C	5	6	35	-25	7	5	22	3	4
